Screening data: PubChem BioAssay, National Center for Advancing Translational Sciences (NCATS)
GAA glycogen mod: inhibitors or activators of human alpha-glucosidase glycogen cleavage; P10253; recombinant GAA, glycogen substrate, Amplex Red glucose oxidase fluorescence; Potency, µM (series often up to 76.4 µM), without a hit: at the top dose activity change, negative = inhibition, actives largely listed as inhibitors; 300,000 tested, 0.38% active; AID 2100; active = well fitted inhibition curve with a large enough effect; inconclusive = small, poorly fitted or top-dose-only effect, or another doubt; inactive = no such curve, though single readings can be large or run the other way;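 note: 0% = full enzyme reaction and -100% = no-enzyme basal signal; the screen sought inhibitors and activators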
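Recombinant enzyme (4 nM final) with compounds titrated up to 77 uM and bovine liver glycogen (30 ug) in citrate pH 5.0, 0.01% Tween-20, 37 C 40 min. Released glucose detected by Amplex Red/glucose oxidase (Ex 573/Em 610); AC50 from Hill fits.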
* hit, by the source's call; ? = inconclusive; [ ] = dose if it differs, or a comment. Potency is the fitted concentration of half-maximal effect.

SMILES | GAA glycogen mod
COc1ccccc1N1CCN(C(CNS(=O)(=O)c2ccccc2)c2ccccc2)CC1 (centres undefined) | ?
COc1ccc(C(c2nnnn2C2CCCC2)N2CCN(C(=O)c3ccco3)CC2)cc1OC (centres undefined) | 2%
CN(Cc1ccccc1)C(=O)CN1C(=O)NC(C)(c2ccc(C(C)(C)C)cc2)C1=O (centres undefined) | 2%
CCCOP(=O)(c1ccc(N(C)C)cc1)C(O)c1c(Cl)cccc1Cl (centres undefined) | 1%
CCOc1ccccc1C(=O)N(Cc1ccc(C)o1)C1CCS(=O)(=O)C1 (centres undefined) | -1%[76.3 µM]
O=C1Cc2cc(S(=O)(=O)N3CCN(c4ccc(C(F)(F)F)cc4)CC3)ccc2N1 | -25%[76.3 µM]
CC(=O)c1ccc(NC(=O)c2cc(C)no2)cc1 | -2%
C=CCOc1ccc(/C=C/C(=O)OCC(=O)NCCC2=CCCCC2)cc1 | -1%[76.3 µM]
CCCNC(=O)c1ccc(C)c(NC(=O)C2=C(C)OCCS2)c1 | 1%
C=CCN(C(=O)c1oc2c(Cl)cc(C)cc2c1C)C1CCS(=O)(=O)C1 (centres undefined) | -3%[76.3 µM]
Cc1cccc(C)c1OCc1cc(C(=O)N2CCC(c3ccncc3)CC2)no1 | 4%[76.3 µM]
COc1ccccc1CNC(=O)Cn1ccsc1=N | 4%[76.3 µM]
COc1cccc(/C=C2\Oc3ccc(O)cc3C2=O)c1O | 8%
CC1(c2ccc3ccccc3c2)NC(=O)N(CC(=O)N2CCN(c3ccccc3O)CC2)C1=O (centres undefined) | ?
Cn1c(SCC(=O)Nc2ccccc2C(F)(F)F)nc2c(c1=O)SCC2 | -9%[76.3 µM]
C/C(=C\c1ccccc1F)C(=O)c1c(C)cc(C)[nH]c1=O | 4%
Cc1nc(C)c(C(=O)N(c2ccccc2F)C(C(=O)NCC2CCCO2)c2ccccc2)s1 (centres undefined) | 0%
Cc1cc(C)cc(OCCn2ccnc2)c1 | -3%[76.3 µM]
CCCc1c(C(=O)N/N=C(/C)c2ccncc2)nnn1-c1nonc1N | -6%
CCN(CC)Cc1c(C(=O)N/N=C/c2ccccn2)nnn1-c1nonc1N | 1%
O=C(C1CC(=O)N(c2ccc(Cl)cc2)C1)N1CCCCCC1 (centres undefined) | 3%
CC1CCCCC1NC(=O)CN(C)S(=O)(=O)c1ccc2c(c1)CCC(=O)N2 (centres undefined) | -2%[76.3 µM]
Cc1ccc(CNC(=O)C2CCN(S(=O)(=O)c3ccc(Br)s3)CC2)cc1 | 0%
O=S(=O)(Nc1ccc(S(=O)(=O)Nc2ncccn2)cc1)c1ccc(Cl)cc1 | 6%
O=C(CSc1nnnn1-c1ccc(C(=O)O)cc1)NC1CCCCC1 | -7%
Other results:
SMILES | GAA glycogen mod
O=C(c1ccccc1)N1N=C(c2ccccc2O)CC1c1ccccc1 (centres undefined) | 1%
C/C(=N\NC(=O)c1nnn(-c2nonc2N)c1-c1cccs1)c1ccc(O)cc1 | 0%[76.3 µM]
CCOP(=O)(OCC)C(NC(=O)NS(=O)(=O)c1ccc(C)cc1)c1ccccc1 (centres undefined) | 2%[76.3 µM]
Cc1ccc(S(=O)(=O)N(C)CC(=O)N2CCN(Cc3ccc4c(c3)OCO4)CC2)cc1 | 7%
CC(=O)c1cn(-c2ccc(Cl)cc2)c(=O)[nH]c1=O | 8%
NC(=O)CN1C(=O)C(=O)N(Cc2cccc(C(F)(F)F)c2)C1=O | -12%
O=C(Nc1ccnn1C1CCN(Cc2ccccc2F)CC1)C1CCCC1 | -1%[76.3 µM]
O=C(c1cccs1)N1CCCC(N2CCN(c3ccc(F)cc3)CC2)C1 (centres undefined) | -15%[76.3 µM]
CCOc1ccc(NC(=O)Nc2nc3ccc(S(C)(=O)=O)cc3s2)cc1 | 1%[76.3 µM]
CCOC(=O)C1CCN(C(=O)COc2ccc(S(=O)(=O)N3CCOCC3)cc2)CC1 | 1%[76.3 µM]
CCOc1ccc2oc(=O)cc(CN3CCOCC3)c2c1 | -15%
COc1ccccc1NC(=O)CCc1nnc2ccc(NCc3ccco3)nn12 | 2%[76.3 µM]
Cc1cc(S(=O)(=O)N2CCCOC2CNC(=O)C(=O)NCc2cccs2)ccc1F (centres undefined) | 6%[76.3 µM]
COc1cc2c(cc1OC)-c1cc(Nc3cccc(F)c3)nc(=O)n1CC2 | -5%
CSc1nsc(SCC(=O)Nc2cccc(C(=O)O)c2)n1 | 9%
NNC(=O)C(Cc1cnc[nH]1)NC(=O)OCc1ccccc1 (centres undefined) | 2%
COc1cccc(OCc2cc(C(=O)N(C)Cc3nc(C)cs3)no2)c1 | -3%[76.3 µM]
CCOc1ccc(N(C)S(=O)(=O)c2csc(C(N)=O)c2)cc1 | -14%
CCC(C)C(NS(=O)(=O)c1ccc(C)cc1)C(=O)N1CCOCCOCCOCC1 (centres undefined) | -9%
O=C(CSc1nnc(NC(=O)C2CC(=O)N(c3ccccc3)C2)s1)NCc1ccco1 (centres undefined) | 1%[76.3 µM]
Cc1ccc(C)c(Cn2nnc3c(=O)[nH]c(C4CCCN(C(=O)c5ccco5)C4)nc32)c1 (centres undefined) | 2%
O=C(NC1CCCCC1)C1CC(=O)N(c2ccccc2)C1 (centres undefined) | -2%
O=C1/C(=C/c2cccc(F)c2)SC(=S)N1NS(=O)(=O)c1ccccc1 | 2%
O=C(c1cnn(-c2cccc(F)c2)c1)c1ccccc1O | -5%
Cc1cccc(C)c1NC(=O)Cn1nnc(C(=O)Nc2ccc(F)cc2F)c1N | 1%[76.3 µM]
Next results.
SMILES | GAA glycogen mod
O=C(NCc1cccnc1)c1ccc2c(c1)C(=O)N(Cc1ccccc1)C2=O | -3%[76.3 µM]
COc1ccccc1-n1cc(-c2ccccc2)[nH]c1=S | 0%
COc1cccc(C(=O)OCC(=O)c2ccc(Br)s2)c1 | -6%[76.3 µM]
COc1ccc(NC(=O)Cn2c([N+](=O)[O-])cnc2C)cc1Cl | 0%
CC1(CCC(=O)N2CCCC(Nc3ccc(F)cc3)C2)CC1 (centres undefined) | 0%[76.3 µM]
CCN(CC)S(=O)(=O)c1ccc(O)c(C(=O)OCC(=O)NC2CCCC2)c1 | 1%
Cc1ncc(CO)c(CNc2ccc(Oc3ccccc3)cc2)c1O | ?
COc1ccc2cc(CCNC(=O)c3ccc(S(=O)(=O)N4CCCC4)cc3)c(=O)[nH]c2c1 | -2%[76.3 µM]
Cc1cccc(C(=O)OCC(=O)Nc2ccc(F)cc2)c1 | -8%[76.3 µM]
O=C(Nc1c(-c2ccccc2)nc2ccccn12)c1cccc(F)c1 | 0%
Cc1ccsc1CN(C(=O)c1ccccc1)C1CCS(=O)(=O)C1 (centres undefined) | -2%[76.3 µM]
O=C(CNS(=O)(=O)c1ccc(Br)s1)NCCc1ccc(Cl)cc1 | -7%
CC(C)(C)NC(=O)CCN(/N=C/c1ccccc1)C1=NS(=O)(=O)c2ccccc21 | 2%
Cc1cc(N2CCN(CC(O)C(F)(F)F)CC2)c2ccccc2n1 (centres undefined) | -5%
CCN(CC)C(=O)c1ccccc1NS(=O)(=O)c1ccc(OC)c(C(=O)N2CCOCC2)c1 | 5%
CCOc1ccc(S(=O)(=O)NCCC(=O)Nc2cccc(C(=O)OC)c2)cc1 | -2%
Cc1noc(C(=O)Nc2cccc(Cl)c2)c1Cl | -8%
CCCc1cc(C(=O)Nc2ccc(C(=O)c3ccc(F)cc3)cc2)n(C)n1 | 0%[76.3 µM]
O=C(CCN1C(=O)/C(=C\c2ccccc2F)SC1=S)N1CCCCC1 | -1%[76.3 µM]
COc1ccc(NC(=O)c2cc(C)no2)cc1 | -11%
COc1ccc(Nc2cc(C(=O)NCCCN3CCOCC3)c3ccccc3n2)cc1 | -14%[76.3 µM]
CC(NC(=O)c1ccc([N+](=O)[O-])o1)C12CC3CC(CC(C3)C1)C2 (centres undefined) | -4%
Cc1nnc(NC(=O)C(C)Sc2nnc(CCNC(=O)c3ccccc3F)n2C)s1 (centres undefined) | 0%[76.3 µM]
CCOc1ccc(NC(=O)NCCCCc2ccccc2)cc1 | 5%[76.3 µM]
O=C(Nc1ccc(F)cc1)C1CCCN1S(=O)(=O)c1ccc(Br)cc1 (centres undefined) | 2%[76.3 µM]
Carrying on:
SMILES | GAA glycogen mod
CC(C)c1nc(SCC(=O)Nc2cccc(C(=O)O)c2)c2c3c(sc2n1)CCCC3 | -5%
COc1ccc(OC)c(CCNC(=O)c2sc3nc4n(c(=O)c3c2C)CCC4)c1 | 2%[76.3 µM]
O=C(c1ccc(S(=O)(=O)N2CCCCCC2)cc1)N1CCN(c2ccccc2)CC1 | 0%
COc1ccc(/C=C2\CCc3ccccc3C2=O)cc1O | -13%
O=C(O)c1ccc(Nc2ccc(Cl)c(Cl)c2)c([N+](=O)[O-])c1 | 7%
CCCNC(=O)C1Cc2cc(S(=O)(=O)N3CCCC3)ccc2N1C(C)=O (centres undefined) | -1%[76.3 µM]
Cc1cc(C)c(-n2c(SCC(=O)N3CCOCC3)n[nH]c2=O)c(C)c1 | -6%
COc1ccc(CCC(C)NC(=O)CCc2ccccc2)c(OC)c1 (centres undefined) | 3%
COc1cccc(-c2onc3ccc(C(=O)/C=C/N(C)C)cc23)c1 | -3%
CCOc1ccc(N(C(=O)c2snc(C(N)=O)c2N)C(C(=O)NC2CCCC2)C(C)C)cc1 (centres undefined) | -4%
O=C(Nc1ccc2ccccc2c1)c1cccc([N+](=O)[O-])c1 | 1%
COc1ccc(CN2CCCC(C(=O)N3CCCCC3)C2)cc1OC (centres undefined) | 0%
CC1Cc2ccccc2N1C(=O)CCS(=O)(=O)c1ccc2c(c1)NC(=O)CS2 (centres undefined) | 3%[76.3 µM]
COc1ccc(CN(C(=O)/C=C/c2ccco2)C2CCS(=O)(=O)C2)cc1OC (centres undefined) | -1%[76.3 µM]
CCn1cc([N+](=O)[O-])c(C(=O)NCc2ccc3c(c2)OCO3)n1 | 3%[76.3 µM]
Cc1ccccc1C1C(C#N)=C(N)N(N(C)C)C2=C1C(=O)CC(C)(C)C2 (centres undefined) | 4%
CC(C)c1ccc(/C=C2\SC(=O)N(CC(=O)NC3C=CS(=O)(=O)C3)C2=O)cc1 (centres undefined) | 8%[76.3 µM]
CCOc1ccc(/C=C\c2nc(O)c([N+](=O)[O-])c(=O)[nH]2)cc1OCC | 3%
CCN1CCN(S(=O)(=O)c2ccc(OC)c(NC(=O)c3ccccc3)c2)CC1 | -2%[76.3 µM]
O=C(C[n+]1cccc(Br)c1)c1ccccc1 | 1%
COCC(=O)N/N=C\c1cccc(OC)c1OC/C=C/c1ccccc1 | -4%[76.3 µM]
COc1cc(/C=C(\C#N)C(=O)Nc2ccccc2F)ccc1OCCN1CCOCC1 | -10%[76.3 µM]
Cc1ccc(NS(=O)(=O)c2c(C)[nH]c(C)c2C(=O)N2CCCCC2)c(Br)c1 | 1%[76.3 µM]
O=C(c1ccc(N2CCN(C(=O)c3ccccc3Br)CC2)cc1)c1cccc(F)c1 | -1%[76.3 µM]
O=C(CNS(=O)(=O)c1ccc(F)cc1)N1CCOCC1 | -6%
Continued:
SMILES | GAA glycogen mod
COc1ccc(NC(=O)CCC(=O)N2CCOCC2)c([N+](=O)[O-])c1 | -6%[76.3 µM]
Cc1cccc(N2CCN(C(=O)CNC(=O)c3ccccc3)CC2)c1C | -7%
COc1cccc(C2=NN(C(C)=O)C(c3cccs3)C2)c1 (centres undefined) | 6%
Cc1ccc(OCc2cc(C(=O)N(C)Cc3cnn(-c4ccccc4C)c3)no2)cn1 | 2%[76.3 µM]
Cc1ccc2c(c1)c(-c1csc(N)n1)c(C)n2C | 8%
CS(=O)(=O)N(CC(=O)N1CCc2ccccc2C1)c1ccccc1Br | -3%[76.3 µM]
O=C(CN(C(=O)c1csnn1)c1ccc(F)c(Cl)c1)NCc1ccccc1 | -8%
Cc1occc1C(=O)NCc1nc(-c2ccccc2)no1 | 1%
CCC(C)NC(=O)CCc1c(C)nc2c(c(C)nn2-c2ccccc2)c1C (centres undefined) | -1%
CN1CCCN=C1/C=C/c1cccs1 | -7%[76.3 µM]

Among those listed so far, twelve contain a thiophene ring, fused or not:
SMILES | GAA glycogen mod
Cc1ccc(CNC(=O)C2CCN(S(=O)(=O)c3ccc(Br)s3)CC2)cc1 | 0%
C/C(=N\NC(=O)c1nnn(-c2nonc2N)c1-c1cccs1)c1ccc(O)cc1 | 0%[76.3 µM]
O=C(c1cccs1)N1CCCC(N2CCN(c3ccc(F)cc3)CC2)C1 (centres undefined) | -15%[76.3 µM]
Cc1cc(S(=O)(=O)N2CCCOC2CNC(=O)C(=O)NCc2cccs2)ccc1F (centres undefined) | 6%[76.3 µM]
CCOc1ccc(N(C)S(=O)(=O)c2csc(C(N)=O)c2)cc1 | -14%
COc1cccc(C(=O)OCC(=O)c2ccc(Br)s2)c1 | -6%[76.3 µM]
Cc1ccsc1CN(C(=O)c1ccccc1)C1CCS(=O)(=O)C1 (centres undefined) | -2%[76.3 µM]
O=C(CNS(=O)(=O)c1ccc(Br)s1)NCCc1ccc(Cl)cc1 | -7%
CC(C)c1nc(SCC(=O)Nc2cccc(C(=O)O)c2)c2c3c(sc2n1)CCCC3 | -5%
COc1ccc(OC)c(CCNC(=O)c2sc3nc4n(c(=O)c3c2C)CCC4)c1 | 2%[76.3 µM]
COc1cccc(C2=NN(C(C)=O)C(c3cccs3)C2)c1 (centres undefined) | 6%
CN1CCCN=C1/C=C/c1cccs1 | -7%[76.3 µM]

This is a subset; rates above refer to the full screens.
